Bioassay records: PubChem BioAssay, National Center for Advancing Translational Sciences (NCATS)
12-LOX inh: inhibitors of human 12S-lipoxygenase ALOX12 | P18054 | purified 12hLO, xylenol orange hydroperoxide absorbance | Potency, µM (doses to about 108 µM), inactives show top-dose activity change, negative = inhibition, usual class: inhibitors | hit rate 1.1% among 580,000; active = well fitted inhibition curve with a large enough effect; inconclusive = small, poorly fitted or top-dose-only effect, or another doubt; inactive = no such curve, though single readings can be large or run the other way
Target sequence (P18054 whole entry, looked up): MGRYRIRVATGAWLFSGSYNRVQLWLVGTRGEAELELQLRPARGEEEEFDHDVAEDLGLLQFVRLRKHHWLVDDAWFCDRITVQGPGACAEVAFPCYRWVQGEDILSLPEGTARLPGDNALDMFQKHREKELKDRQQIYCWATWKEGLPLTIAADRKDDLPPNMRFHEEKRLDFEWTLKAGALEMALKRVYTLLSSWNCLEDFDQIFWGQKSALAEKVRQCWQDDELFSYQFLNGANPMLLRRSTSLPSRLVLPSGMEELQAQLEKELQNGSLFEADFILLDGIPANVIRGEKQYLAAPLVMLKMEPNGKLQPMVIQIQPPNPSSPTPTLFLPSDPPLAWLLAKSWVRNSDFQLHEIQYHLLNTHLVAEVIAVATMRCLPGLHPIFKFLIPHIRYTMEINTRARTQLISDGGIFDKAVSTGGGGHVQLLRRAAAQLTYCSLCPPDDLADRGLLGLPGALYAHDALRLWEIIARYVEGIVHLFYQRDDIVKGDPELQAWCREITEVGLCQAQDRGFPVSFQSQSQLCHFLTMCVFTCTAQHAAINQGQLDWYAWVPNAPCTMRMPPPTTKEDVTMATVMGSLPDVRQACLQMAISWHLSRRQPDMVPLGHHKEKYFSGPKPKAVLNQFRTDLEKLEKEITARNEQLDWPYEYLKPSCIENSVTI
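Purified human 12hLO at 150 nM in 25 mM Hepes, 0.01% Triton X-100, pH 7.0, preincubated 15 min at room temperature with compound. Reaction started with 40 uM arachidonic acid, 30 min at room temperature. Hydroperoxide measured by Fe-xylenol orange, 573/405 nm absorbance ratio.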
* hit, by the source's call; u = inconclusive; [ ] = remark or other dose. % is scaled to controls: 0 for no effect and ±100 for the full control effect; potency is read from the fitted curve at half-maximal effect. Not all compounds are listed, so the mix of outcomes need not match the whole.

Sample of the layout, 4 compounds:
nr	SMILES	12-LOX inh
1	CCOC(=O)C(N)c1ccccc1 (stereo unspecified)	u
2	CC(=O)N1CCc2cc(NC(C)C(=O)Nc3ccccc3OC(F)F)ccc21 (stereo unspecified)	-26%
3	Cc1nc(-c2ccc(F)cc2)n(Cc2ccc(F)c(F)c2)c(=O)c1CCO	14%
4	COc1ccc(-n2c(=O)cnc3cnc(N(C)C)nc32)cc1	u

This part in full (from the top)
nr	SMILES	12-LOX inh
1	CCOC(=O)C(N)c1ccccc1 (stereo unspecified)	u
2	CC(=O)N1CCc2cc(NC(C)C(=O)Nc3ccccc3OC(F)F)ccc21 (stereo unspecified)	-26%
3	Cc1nc(-c2ccc(F)cc2)n(Cc2ccc(F)c(F)c2)c(=O)c1CCO	14%
4	COc1ccc(-n2c(=O)cnc3cnc(N(C)C)nc32)cc1	u
5	COCCN1C(=O)[C@H]2CN(Cc3ccc(C)o3)C[C@H]2C1=O	39%[activator]
6	CC(Sc1cccc2cccnc12)C(=O)NC(=O)NC(C)(C)C (stereo unspecified)	13µM*
7	O=C(CCc1ncc(-c2ccccc2)o1)Nc1ccc(OCc2ccccc2)cc1	-7%
8	COCCNC(=O)CN1CCCc2nc(C3CC3)ncc2C1=O	28%
9	CCN(Cc1ccccc1)C(=O)Cn1c(C)ccc(NS(=O)(=O)c2ccccc2)c1=O	u
10	CC(C)C(=O)NC(C)C(=O)N1CCN(c2ccccn2)CC1 (stereo unspecified)	32%[activator]
11	CC(C)[C@H](NC(=O)C1CCCC1)C(=O)N1CCC[C@H]1C(=O)NCCc1ccccc1Cl	3%
12	CCCn1nc(C(=O)Nc2nnc(Cc3ccccc3)s2)c2ccccc2c1=O	1%
13	COc1ccc(CC(=O)N2CCc3nc(C4CC4)nc(-c4ccc(Cl)cc4)c3C2)cc1	u
14	O=C(NCc1csc(-c2cnccn2)n1)C1CNCCO1 (stereo unspecified)	1%
15	Fc1ccc(CN2CCn3c(nnc3-c3ccccc3)C2)cc1	57%[activator][176 µM]

(list continues)
nr	SMILES	12-LOX inh
16	Cc1ccc(C(O)CNC(=O)Nc2cc(C)ccc2C)cc1 (stereo unspecified)	20%
17	Cc1cccc(-c2noc([C@@H]3Cc4nc[nH]c4CN3C(=O)Nc3ccccc3)n2)c1	5%[176 µM]
18	N#Cc1ccccc1CN1C[C@@H](CO)[C@H](NC(=O)c2ccccc2)C1	0%
19	CCn1cc(S(=O)(=O)N2CCCC(c3nnnn3-c3ccccc3)C2)cn1 (stereo unspecified)	13%
20	COc1ccc(C(=O)N[C@@H]2CCOC[C@H]2Oc2ccccn2)c(F)c1F	46%[activator]
21	CCc1noc(-c2ccn3c(CNC(=O)c4cccc(F)c4)nnc3c2)n1	0%
22	COC(=O)[C@@]12C[C@@H](CC(=O)NCCCN3CCCC3=O)C(=O)N(Cc3ccco3)C1=CCC(C)(C)C2	8%
23	Clc1cc(CSc2nc3ccccc3o2)cc2c1OCCCO2	-4%
24	CC(=O)Cc1c(C)n[nH]c1C	4%
25	Cc1ccc2nc(CC(C)(C)CC(=O)O)c[n+]([O-])c2c1	u
26	CC(C)Cc1nc(NCC2CCCO2)c(C#N)c2c1CCCC2 (stereo unspecified)	4%
27	CC(=O)N1CCC2(CC1)C(=NC1CCCCC1)NC(=O)N2c1cccnc1	45%[activator]
28	COc1ccc2c(c1)CCN=C2C[C@H]1CN(C(=O)c2cccc(F)c2)CC[C@H]1CC(=O)O	-28%
29	Cc1ccc(Nc2cc(C)nc3c(C)c(C)ccc23)cc1	-18%
30	COc1ccc(NC(=O)C2(C)CCCc3cnc(Nc4cccnc4)nc32)cc1 (stereo unspecified)	2%[176 µM]

The list goes on:
nr	SMILES	12-LOX inh
31	C[C@@H]1CN(C(=O)c2scc3c2CCCC3)C[C@@]1(O)C1CC1	17%
32	CC1=C[C@@H](CNC(=O)CCC(=O)O)[C@H](C(C)C)C[C@H]1CC(=O)N(C)Cc1ccccc1	26%[176 µM]
33	O=C(CCSc1nnc(NC2CC2)s1)Nc1ccc(Br)cc1	-27%
34	CN1[C@@H](CCC(=O)N2CCCC2)CNC(=O)[C@@H]2[C@H]1CCN2C1CCCCC1	41%[activator][176 µM]
35	CC(C)CC(=O)N1CCc2c(c(-c3nncn3C(C)C)nn2C)C1	29%
36	O=C(N[C@H]1CCOC[C@H]1C1CCOCC1)c1cccc2nccnc12	7%
37	COC(=O)c1ccc(/C=N/OCc2ccccc2Cl)cc1	u
38	CCc1ccc(CN2CCCCC23Cc2ccccc2CNC3=O)cc1 (stereo unspecified)	u
39	O=C(CSc1ccccc1Cl)NC(=O)C1CCCCC1	4%
40	CC(Nc1nc2c(c(=O)[nH]c(=O)n2C)n1Cc1ccccc1Cl)c1ccccc1 (stereo unspecified)	35%
41	CCCn1nc(C(=O)Nc2cc(C)ccc2OC)c2ccccc2c1=O	1%
42	C=CCNc1nc(C(=O)OCc2cccc(F)c2F)cs1	u
43	COC(=O)[C@@]1(Sc2ccc(OC)cc2)CC(=O)N[C@@H]1c1ccccc1	-7%
44	Cc1ccc(CNC(=O)C2(c3ccc(NS(C)(=O)=O)cc3)CCCCC2)cc1	17%
45	Cc1cc(Cl)c(CO)c(Cl)n1	u

(list continues)
nr	SMILES	12-LOX inh
46	CCCOCCN1CCN(c2nc(CCN)nc3ccccc23)CC1	19%
47	CCc1noc(-c2nc(Cc3cccc(F)c3)no2)n1	18%
48	COCC1(CNC(=O)C2CCOCC2)C[C@@H](O)[C@@H](O)C1 (stereo partly specified)	-22%[176 µM]
49	COC(=O)[C@]12C[C@H](CC(=O)N3CCN(C(=O)C4CC4)CC3)C(=O)N(Cc3ccccc3)C1=C[C@H](C1CCCC1)O[C@@H]2C	-1%
50	O=C(NC1CC1)c1ccc2nnc(-c3ccc(Cl)cc3)n2c1	4%[6.33 µM]
51	CCOC(=O)C1C(=O)C=C(c2ccc(C)cc2)CC1c1ccccc1C (stereo unspecified)	33%[activator]
52	COc1ccc(Cl)cc1-c1nc(SCC(=O)NC(=O)NC(C)(C)C)n[nH]1	17%
53	Clc1ccccc1CSCc1ccc(-c2nc(-c3ccncc3)no2)o1	-28%
54	CCn1c2c(c(=O)[nH]c1=O)C(c1cccc(F)c1)C1=C(COC1=O)N2 (stereo unspecified)	-17%
55	C[C@@H]1C(=O)O[C@H]2[C@H]1CC[C@@]1(C)Cc3sc(NC(=O)CCC(=O)O)nc3[C@@H](C)[C@H]21	-3%[176 µM]
56	Cc1ccc(CC(=O)NC2CCC(C)CC2)cc1C (stereo unspecified)	u
57	Cc1cccc(C)c1NC(=O)CCc1c[nH]c2ccccc12	-45%
58	CCSc1nnc(C(C)NS(=O)(=O)c2cccc(Cl)c2C)n1C (stereo unspecified)	15%
59	Cc1cccc(C(=O)N2CCCC(c3noc(-c4cc5c(=O)[nH]c(C)cn5n4)n3)C2)c1 (stereo unspecified)	1%
60	CC(CCc1ccccc1)NC(=O)C1(c2ccccc2)CCCC1 (stereo unspecified)	39%

Screen by screen, as entered above:
12-LOX inh, compounds 47 to 56 → 18%, -22%[176 µM], -1%, 4%[6.33 µM], 33%[activator], 17%, -28%, -17%, -3%[176 µM], u

Arranged by formula weight (highest first): some entries from above.
nr	SMILES	12-LOX inh
59	Cc1cccc(C(=O)N2CCCC(c3noc(-c4cc5c(=O)[nH]c(C)cn5n4)n3)C2)c1 (stereo unspecified)	1%
52	COc1ccc(Cl)cc1-c1nc(SCC(=O)NC(=O)NC(C)(C)C)n[nH]1	17%
60	CC(CCc1ccccc1)NC(=O)C1(c2ccccc2)CCCC1 (stereo unspecified)	39%
50	O=C(NC1CC1)c1ccc2nnc(-c3ccc(Cl)cc3)n2c1	4%[6.33 µM]
57	Cc1cccc(C)c1NC(=O)CCc1c[nH]c2ccccc12	-45%

The list goes on:
nr	SMILES	12-LOX inh
61	Cc1nc2c(c(=O)[nH]1)CCN(CC1(O)CNCCOC1)CC2 (stereo unspecified)	u
62	COCCN(CCOC)CC[C@@H]1CC[C@H](O)[C@@H](C(=O)N2CCOCC2)O1	-20%[176 µM]
63	Cc1ccc(-c2cc(N3CCCN(C(=O)Cc4ccc(F)cc4)CC3)n[nH]2)cc1C	0%
64	CS(=O)(=O)N[C@H]1C[C@H]2C(=O)Nc3ccc(-c4cccs4)cc3C(=O)N2C1	15%[176 µM]
65	COCCn1ccc2c(C3=CCOCC3)nc(-c3cccc(O)c3)cc21	1%[176 µM]
66	CCc1noc(-c2cn(C3CCN(C(=O)c4ccccc4)C3)nn2)n1 (stereo unspecified)	19%
67	CN(CCNC(=O)CN1CC2CC(C1)[C@H]1CCCC(=O)N1C2)C1CCCCC1 (stereo partly specified)	9%
68	CCCCC/C=C\C/C=C\C/C=C\C=C\[C@@H](O)CCCC(=O)O	5%[2.23 µM]
69	Nc1c(N(Cc2ccccc2)C(=O)C2=COCCO2)c(=O)[nH]c(=O)n1Cc1ccccc1	-4%
70	O[C@@H](Cc1ccccc1)[C@@H](/C=C/c1ccccc1)NCCc1ccccc1	u
71	CCCCCCc1ccc(-c2ccc(C#N)cc2)cc1	-1%
72	Cn1nnnc1SCC(=O)N1N=C(c2cc3ccccc3o2)CC1c1ccco1 (stereo unspecified)	u
73	O=C(Nc1ccccn1)C1CCN(c2nc3ccccc3o2)CC1	-7%
74	CCCCOc1ccc(NC(=O)C(C)Oc2ccccc2F)c2cccnc12 (stereo unspecified)	21%
75	O=C(NC1CCN(c2cc(-c3ccccc3)[nH]n2)CC1)c1cc(Cl)ccc1F	27%

Continued:
entry | molecule | 12-LOX inh
76 | CC(NC(=O)C(Cc1ccccc1)NC(=O)OC(C)(C)C)c1ccc(O)cc1 (stereo unspecified) | 7%
77 | O=C(CCc1ccccc1)Nc1c(NC2CCCCC2)c2ccccc2oc1=O | -8%
78 | N#Cc1cccc(CN2CCCC(c3[nH]ccc3C(N)=O)C2)c1 (stereo unspecified) | -1%
79 | CC1(C)CN=C(SCc2ccc(C(C)(C)C)cc2)NC1 | -10%
80 | CC(NC(=O)CSc1ccccc1)c1ccc2c(c1)OCCO2 (stereo unspecified) | 13%
81 | CCCc1cc(=O)[nH]c(-n2nc(C)cc2NC(=O)c2ccc(S(=O)(=O)N(CC)CC)cc2)n1 | 38%
82 | COc1ccc(CC(=O)N2CCn3c(nnc3-c3ccc(OC)cc3)C2)cc1 | 31%[activator]
83 | CCc1ccc(Cn2nccc2NC(=O)C2CCN(S(=O)(=O)c3ccccc3)CC2)cc1 | u
84 | Cc1cccc2cc(C(=O)O)[nH]c12 | 3%
85 | O=C(CC(c1ccccc1)c1ccccc1)Nc1ccc(Oc2ccccc2)cc1 | u
86 | CCOc1ccccc1CN1CCC2(CCN(C(=O)c3ccc(OC)cc3)CC2)Oc2ccccc21 | u
87 | O=c1[nH][nH]c2c1[C@H](CCc1cccc(Cl)c1)O[C@H](CCc1ccccc1)C2 | -9%

(list continues)
entry | molecule | 12-LOX inh
88 | Cn1cnc(S(=O)(=O)N2CCCC(CO)CCNC(=O)CC2)c1 (stereo unspecified) | 11%
89 | Cc1ccccc1-c1noc(COc2ccc3ccc(=O)oc3c2)n1 | -47%
90 | COc1ccc(NC(=O)CCn2ccn3nc4c(c3c2=O)CCCC4)c(OC)c1 | 46%[activator]
91 | O=C(O)Cn1cnc2c(NCc3ccccc3)ncnc21 | -20%
92 | CS(=O)(=O)N(C1CC1)C1CCOC2(CCN(C(=O)CCc3ccccc3)CC2)C1 (stereo unspecified) | 20%
93 | Cc1cc2c(cc1C)-n1nnnc1C(N1CCCC1)C(=O)N2 (stereo unspecified) | u
94 | N#Cc1ccccc1COC(=O)c1ccsc1 | -25%
95 | CC(C)CCCC(C)NC(=S)NN (stereo unspecified) | u
96 | O=C(NCCN1CCC(n2c(=O)[nH]c3ccccc32)CC1)c1ccc(Cl)c(Cl)c1 | 32µM*
97 | Cc1ccc(S(=O)(=O)N(CC(=O)N2CCCC2)Cc2ccc(Br)cc2)cc1 | -23%
98 | COc1ccccc1C(=O)N1O[C@]23C=C[C@]14C[C@@H](O)CC[C@]4(C)C2CC[C@]1(C)[C@@H]([C@H](C)/C=C/[C@H](C)C(C)C)CC[C@H]13 (stereo partly specified) | -29%
99 | OB(O)c1cccc2c1sc1ccccc12 | -2%

Carrying on:
entry | molecule | 12-LOX inh
100 | O=C(Cn1cccc1-c1nc(-c2ccc(F)cc2)no1)Nc1ccccc1 | 9%
101 | CC(Sc1nnc(COc2ccc(Cl)cc2)n1C)C(=O)c1ccc(Cl)cc1 (stereo unspecified) | u
102 | COc1ccc(-c2cc(C(=O)O)c3cccc(C)c3n2)cc1 | u
103 | COCCn1c(-c2cccc(OC)c2)cnc1NC(=O)NCCc1ccccc1 | 28%
104 | Cc1ccc(/C(O)=C2\C(=O)C(=O)N(CCCO)C2c2ccccc2)cc1 (stereo unspecified) | u
105 | CN(C)c1nc2c(c(=O)[nH]1)CCN(C(=O)c1sccc1Cl)C2 | 83%[activator]
106 | C=CCNC(=S)Nc1ccc(C)cc1Cl | 68%[activator]
107 | COCC(=O)Nc1cc(C(=O)N2CC3CCCC2C3)c2c(c1)nc(-c1ccncc1)n2C (stereo unspecified) | 8%
108 | O=C(COc1ccc(NC(=O)C2CC2)cn1)NCc1ccccc1 | 23%
109 | CCC(C(=O)NC12CC3CC(CC(C3)C1)C2)c1ccccc1 (stereo unspecified) | u
110 | O=C(c1cccc(F)c1)N1CCC2(CCCN(c3ncccn3)C2)CC1 | u
111 | CCN1c2cc(C(=O)Nc3ccc(-n4ccnc4)cc3)ccc2C(=O)N2CCCCCC21 (stereo unspecified) | 57%[activator]

The list goes on:
entry | molecule | 12-LOX inh
112 | Cc1nc2sc3c(c2c2nc(-c4ccc(O)cc4)nn12)CC(C)(C)OC3 | 14%
113 | COC(=O)c1ccccc1NC(=O)CN1C(=O)NC2(CCCCC2)C1=O | 47%[activator]
114 | CN(CC(=O)N1CCc2ccccc2C1)S(=O)(=O)c1ccc(Br)cc1 | -28%
115 | Cc1ccc(C)c(C(=O)NC2CCN(c3cnn(CC4CC4)c(=O)c3)CC2)c1 | 7%
